# Bioassay records (PubChem BioAssay)
# MRP reversal: compounds reversing MRP-mediated drug resistance; H69AR cells + 2 uM doxorubicin, CellTiter-Glo, 72 h; differential viability (reversal), % at 10 µM; 85,000 tested, 0.04% active;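 active = viability drop by adding the cancer drug above about 55%, with treated viability meeting a 40% cutoff, limit read from the data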;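 also: viability without doxorubicin minus viability with 2 µM doxorubicin for each compound; larger differential means the compound sensitizes cells more to doxorubicin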
# Bcl-B displacement: displacers of TR3 peptide from Bcl-B, primary screen, selectivity assay for Bfl-1 inhibitor project, biochemical, fluorescence polarization; FP displacement of FITC-TR3 peptide from Bcl-B; higher % means a stronger effect; displacement, % at 20 µM, or IC50 in µM where a hit was titrated; AID 748; 96,000 tested, 0.11% active;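 active = displacement above 50% at 20 µM plus a fluorescence interference ratio under 1.5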;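 also: plate controls were wells without compound for no effect and wells lacking Bcl-B protein for full effect; a part of the inactive calls stands beside numbers as strong as those of hits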
# PLAP inhibition: PLAP enzyme inhibitors, biochemical, luminescence, HTS (AID 690); 96,000 tested, 0.08% active; inhibition, % at 20 µM; hits with a dose series show IC50 in µM; purified PLAP, luminescent substrate; higher % means a stronger effect; in the data active = a potency from the dose series; inactive = the rest, 99 in 100 with inhibition below about 30%; also: strong numbers were not always called active
# IL1B NFkB inh: blocks IL-1B driven NFkB nuclear translocation in HUVEC cells | HUVEC IL-1B NFkB p65 nuclear translocation imaging | 94,000 tested, 0.43% active | inhibition, % at 2 µM;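 active = inhibition above about 30% together with a positive call from visual inspection of the well image, limit read from the data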;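 also: nuclear over cytoplasmic p65 intensity ratio measured by imaging; 0% = IL-1B stimulated DMSO wells and 100% = unstimulated DMSO wells; values of inactives mirror those of a sister screen read the other way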
# NFkB transloc pot: enhances IL-1B driven NFkB nuclear translocation. HUVEC IL-1B NFkB p65 nuclear translocation imaging. activation, % at 2 µM. 94,000 tested, 0.3% active;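 active = activation above 40%, about the mean plus 3 SD, also judged a hit on visual image review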;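 also: percent activation is computed from the nuclear over cytoplasmic p65 intensity ratio; values of inactives mirror those of a sister screen read the other way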
# MRP reversal cytotoxicity: second read-out of MRP reversal, no call of its own (marks repeat the call); viability, %; H69AR cells, CellTiter-Glo, 72 h; measured here: cytotoxicity without doxorubicin
# MRP reversal with doxorubicin: second read-out of MRP reversal, no call of its own (marks repeat the call); viability, %; measured here: viability with 2 uM doxorubicin; active compounds read low
# IL1B NFkB inh cell count 2 µM: recorded beside IL1B NFkB inh, whose call it bears; cell count; measured here: cells passing quality filter;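 raw number of nuclei counted in each imaged well without normalization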
# NFkB transloc pot cell count 2 µM: second read-out of NFkB transloc pot, no call of its own (marks repeat the call); cell count; measured here: cells passing quality filter
# * marks the source's active call; other numbers are inactive results; / = no result given.
SMILES,MRP reversal,MRP reversal cytotoxicity,MRP reversal with doxorubicin,Bcl-B displacement,PLAP inhibition,IL1B NFkB inh,IL1B NFkB inh cell count 2 µM,NFkB transloc pot,NFkB transloc pot cell count 2 µM
CCN=c1scc(C)n1/N=C/c1ccsc1,15,94,80,-2%,-39%,-18,127,18,127
Cc1ccc(N=C2NC(=O)C(CC(=O)O)S2)cc1 (stereo unspecified),/,/,/,6%,-2%,/,/,/,/
COC(=O)c1c(O)c2c([nH]c1=O)CCCC2,27,97,70,8%,8%,/,/,/,/
CC(C)CCOC(=O)/C(=C/c1ccco1)NC(=O)/C=C/c1ccccc1,8,90,82,-2%,9%,4,157,-4,157
O=C(Cc1cccs1)Nc1ccc(NC(=O)c2ccco2)cc1,-5,80,85,-6%,12%,5,67,-5,67
CCOc1ccc(CCNC(=O)CCc2c(C)nc3ncnn3c2C)cc1OCC,-4,85,89,4%,-13%,-3,167,3,167
CCNCCOC(c1ccccc1)c1ccccc1,-1,89,90,/,/,-14,73,14,73
CN1CCN(CC(=O)N2c3ccccc3C(C)(c3ccccc3)CC2(C)C)CC1 (stereo unspecified),-18,70,89,-2%,-58%,6,172,-6,172
CCOc1ccccc1NC(=O)N1CCC(NC(=O)c2cccc(C)c2)CC1,1,92,91,34%,-61%,-8,84,8,84
O=C(CSc1cccc[n+]1[O-])c1cc2ccccc2o1,-33,54,87,10%,-44%,/,/,/,/
Cc1cccc(OCC(=O)N/N=C\C=C\c2ccc3c(c2)OCO3)c1C,/,/,/,-16%,8%,21,118,-21,118
CCOC(=O)Cn1cnc([N+](=O)[O-])n1,-3,95,98,-4%,-4%,-17,136,17,136
COc1ccccc1-n1c(C)nnc1SCC(=O)Nc1cc(C)cc(C)c1,-17,77,93,-7%,-23%,4,140,-4,140
CCCCN(CC)C(=O)Cn1c(=O)sc2ccccc21,17,95,78,-7%,22%,0,87,0,87
CCOC(=O)C1=C(N)Oc2ccc3ccccc3c2C1c1cccnc1 (stereo unspecified),9,63,54,/,/,15,73,-15,73
CC(=O)NC(CC(=O)Nc1ccc(S(=O)(=O)N2CCCCC2)cc1)c1ccccc1 (stereo unspecified),/,/,/,-3%,-91%,-10,152,11,152
O=c1c2c3c(sc2nc2n1CCCC2)CCCC3,16,91,74,/,/,5,121,-5,121
CCOc1ccccc1C(=O)Nc1nncs1,10,98,88,1%,6%,-12,183,12,183
N#Cc1sc2nc(-c3ccccc3)cc(-c3ccco3)c2c1N,-20,84,103,-19%,0%,-4,105,4,105
CCCn1c(CN(Cc2ccccc2)Cc2ccccc2)nc2c1c(=O)n(C)c(=O)n2C,4,74,70,6%,-64%,/,/,/,/
Cc1noc(C)c1COC(=O)c1ccccc1Oc1ccccc1,26,102,75,-2%,-30%,-10,117,10,117
CC(C)n1c(CCCO)nc2ccccc21,9,92,84,11%,-4%,/,/,/,/
O=c1cc(CSc2ccc(Cl)cc2)nc(N2CCOCC2)[nH]1,3,90,87,1%,-3%,1,98,-1,98
CCOC(=O)c1c(C)oc2c(CN3CCN(C)CC3)c(Br)c(OC)c(O)c12,14,84,70,2%,-35%,-20,112,20,112
C/C(=N\NC(=O)c1cccc(Cl)c1)c1cccc(NC(=O)C(C)C)c1,/,/,/,6%,-3%,1,162,-1,162
O=C(Nc1ccc(S(=O)(=O)Nc2nccs2)cc1)c1cc(-c2ccccc2Cl)nc2ccccc12,/,/,/,0%,-42%,-2,101,2,101
CCOC(=O)c1[nH]c(C)c(C(=O)Nc2cc(Cl)ccc2C)c1C,-26,24,51,-18%,-8%,/,/,/,/
COCCNC(=O)C(c1ccco1)N(C(=O)Cn1nnc2ccccc21)c1ccc(C)cc1C (stereo unspecified),16,85,70,-3%,-65%,-4,164,4,164
Nc1nnc(C2CCCC2)s1,10,108,98,-2%,1%,/,/,/,/
COC(=O)c1ccccc1S(=O)(=O)Nc1ccc2cn[nH]c2c1,11,92,81,14%,-23%,16,123,-17,123

# Another view of 4 compounds above.
# Values in the order: MRP reversal | MRP reversal cytotoxicity | MRP reversal with doxorubicin | Bcl-B displacement | PLAP inhibition | IL1B NFkB inh | IL1B NFkB inh cell count 2 µM | NFkB transloc pot | NFkB transloc pot cell count 2 µM
- O=C(Cc1cccs1)Nc1ccc(NC(=O)c2ccco2)cc1
    -5 | 80 | 85 | -6% | 12% | 5 | 67 | -5 | 67
- CCOc1ccc(CCNC(=O)CCc2c(C)nc3ncnn3c2C)cc1OCC
    -4 | 85 | 89 | 4% | -13% | -3 | 167 | 3 | 167
- CCNCCOC(c1ccccc1)c1ccccc1
    -1 | 89 | 90 | / | / | -14 | 73 | 14 | 73
- CN1CCN(CC(=O)N2c3ccccc3C(C)(c3ccccc3)CC2(C)C)CC1 (stereo unspecified)
    -18 | 70 | 89 | -2% | -58% | 6 | 172 | -6 | 172

# Continuation.
SMILES,MRP reversal,MRP reversal cytotoxicity,MRP reversal with doxorubicin,Bcl-B displacement,PLAP inhibition,IL1B NFkB inh,IL1B NFkB inh cell count 2 µM,NFkB transloc pot,NFkB transloc pot cell count 2 µM
O=C(NCCC1=CCCCC1)c1cnc2n(c1=O)CCS2,-17,95,112,/,/,-6,131,6,131
CCC(C)[C@H](NC(=O)Nc1ccc2c(c1)OCCO2)C(=O)O (stereo partly specified),11,97,86,-1%,4%,-3,94,3,94
Cc1cc(C)n(CC(=O)NC2CCCCC2)n1,2,102,100,-4%,16%,-4,166,4,166
O=C(OCn1nnc2ccccc2c1=O)c1ccc2c(=O)n3c(nc2c1)CCC3,-3,90,93,1%,-45%,-4,174,4,174
Cc1cc(NS(=O)(=O)c2ccc(Nc3nc(-c4sc(N)nc4C)cs3)cc2)no1,-6,88,94,0%,-32%,-13,129,13,129
CCOc1ccc(N(CC(=O)NC2CCCCC2)C(=O)CSc2nnc(COc3ccccc3)o2)cc1,-6,36,42,/,/,-27,131,27,131
O=C(CSc1nnc(-c2ccc(Br)cc2)n1C1CCCCC1)N1CCCC1,7,75,68,/,/,1,120,-1,120
CCOc1cc2c3c(c1)C1(Nc4ccccc4S1)C(=O)N3C(C)(C)CC2C (stereo unspecified),-28,47,75,-15%,-66%,-14,64,14,64
Cc1ccc(N2C(=O)C3Sc4[nH]c(=O)sc4C(c4ccccc4)C3C2=O)cc1 (stereo unspecified),22,93,72,-3%,27%,-11,155,11,155
O=C(Nc1cc(C(F)(F)F)ccc1N1CCCCC1)c1ccc(Br)o1,6,78,71,-43%,9%,-6,173,5,173
CCOC(=O)c1cnc(SCC(=O)N2CCN(C(=O)c3ccco3)CC2)nc1N,14,95,82,10%,-10%,-13,125,13,125
CC(C)c1ccc(OCc2ccc(C(=O)N3CCN(c4ccccn4)CC3)cc2)cc1,1,84,83,-1%,-4%,11,158,-11,158
O=C(Nc1ccc2oc(-c3ccccc3F)nc2c1)c1ccc2c(c1)OCCO2,/,/,/,7%,0%,-3,163,3,163
CCOC(=O)N1CCC2(O)CCCCC2C1c1ccc(F)cc1 (stereo unspecified),10,92,83,-11%,-3%,-6,126,7,126
COc1ccc(-c2nnc(CSc3nc4ccccc4c(=O)n3CC(C)C)o2)cc1OC,-21,63,84,-8%,-61%,-16,107,16,107
O=C(O)CN1C(=O)SC(Nc2ccccc2)C1=O (stereo unspecified),-3,91,94,/,/,-11,130,11,130
O=C(COc1ccccc1F)c1ccc(O)cc1O,5,93,88,12%,-13%,2,146,-2,146
Cc1ccc(-c2nc(SCC(=O)N(C)C3CCS(=O)(=O)C3)[nH]c2-c2ccc(C)cc2)cc1 (stereo unspecified),/,/,/,18%,-71%,6,137,-6,137
O=C(CCN1CCN(c2ccc(F)cc2)CC1)Nc1ccccc1F,12,87,74,0%,-57%,-5,159,5,159
COC(=O)[C@H]1CCCN1C(=O)Nc1cccc(Oc2c(F)c(F)c(F)c(F)c2F)c1,17,96,79,3%,/,-25,126,/,/
O=C1CC(N2CCN(c3ccc(F)cc3)CC2)C(=O)N1Cc1ccc(N2CCCC2=O)cc1 (stereo unspecified),12,85,73,4%,-65%,3,153,-3,153
Nc1c(C(=O)OCC2CCCO2)c2nc3ccccc3nc2n1-c1ccc2c(c1)OCCO2 (stereo unspecified),-8,58,66,-34%,-52%,3,129,-3,129
CCOC(=O)N1CCN(C(=O)CS(=O)Cc2nc(-c3cccc(C)c3)oc2C)CC1 (stereo unspecified),13,89,76,-7%,-57%,/,/,/,/
Cc1ccc(NC(=O)N2CCC(=O)N2)cc1,/,/,/,-2%,11%,-12,141,12,141
CCOC(=O)C(NCc1ccco1)(NC(=O)c1ccc(OC)cc1)C(F)(F)F (stereo unspecified),/,/,/,4%,8%,6,170,-6,170
CCn1c(=N)c(C(=O)NCc2cccnc2)cc2c(=O)n3cccc(C)c3nc21,-1,85,87,5%,-75%,/,/,/,/
Cn1c(Cc2ccccc2)nnc1SCCC(=O)Nc1ccccc1,16,102,86,3%,-5%,-18,132,18,132
CC(C)(C)c1ccc(-c2nc3c(C#N)c(-c4ccc5c(c4)OCO5)ccn3n2)cc1,/,/,/,-22%,-38%,/,/,/,/
CCOC(=O)N1CCC(NC(=O)C(Cc2ccccc2)NC(=O)c2ccco2)CC1 (stereo unspecified),1,95,94,-4%,-5%,-18,141,19,141
O=S(=O)(NCC(c1cccnc1)N1CCOCC1)c1cccs1 (stereo unspecified),-1,93,94,/,/,-9,116,9,116
O=C(O)CCn1c(-c2ccccc2)cc2c1CCCC2=O,3,96,94,7%,-9%,10,54,-10,54
O=C(Nc1cccc2ccccc12)c1ccc(Cn2cc(Cl)cn2)cc1,/,/,/,6%,-2%,1,147,-1,147
Cc1ccc(S(=O)(=O)N2CCCC(C(=O)NCCc3ccc4c(c3)OCO4)C2)cc1 (stereo unspecified),3,81,78,9%,30%,-13,165,13,165
CCc1ccc(NS(=O)(=O)c2ccc3[nH]cc(C(=O)NCC4CCCO4)c(=O)c3c2)cc1 (stereo unspecified),11,100,89,-3%,/,15,142,-15,142
COc1cc(/C=C(/C#N)c2nc3ccccc3[nH]2)ccc1OCC(=O)Nc1ccccc1C(C)C,/,/,/,-6%,-32%,0,155,0,155
CCOC(=O)C1CCN(C(=O)CN(c2ccc(OC)cc2)S(=O)(=O)c2c(C)noc2C)CC1,-17,46,63,12%,-77%,19,41,-19,41
COC(=O)Cn1nc(C)c2ccccc2c1=O,7,115,108,/,/,4,103,-4,103
O=C(Nc1ccc(F)c(Cl)c1)c1ccc2c(=O)n3c(nc2c1)CCCCC3,-11,63,74,1%,8%,-9,107,9,107
CC1(C)COC(c2cccn2Cc2ccccc2Cl)=N1,13,104,91,9%,1%,/,/,/,/
O=c1c2c(n3nnnc3n1-c1ccccc1)-c1ccccc1CC21CCCC1,11,98,87,1%,9%,6,138,-6,138
Cc1ccc2c(c1)N(CC(=O)OC(CC(C)C)C(=O)NC1CCCC1)C(=O)CO2 (stereo unspecified),3,73,70,2%,-27%,/,/,/,/
O=C(c1ccc2c(c1)OCCO2)C1CCN(S(=O)(=O)c2ccccc2F)CC1,17,86,69,-13%,-1%,0,181,0,181
COc1ccc(OC)c(C(=O)c2nc3c(n2O)CCCCC3)c1,-1,92,93,-5%,7%,-1,177,1,177
Cc1c(C(=O)NCc2ccccn2)sc2nc(-c3ccccc3)cn12,14,90,76,4%,-15%,/,/,/,/
CCOc1ccc(-n2cnnn2)cc1S(=O)(=O)Nc1c(C)cccc1C,3,93,90,-1%,-14%,-6,116,6,116
CCCOc1ccccc1C1CC(=O)NC2=C1C(=O)CCC2 (stereo unspecified),-9,86,94,-15%,-4%,-6,189,7,189

# This is a subset, so the mix of outcomes need not match the whole.
